Screening data deposited in PubChem by Icahn School of Medicine at Mount Sinai.
ROC1-CUL1 inh – blocks human RBX1-Cullin-1 di-ubiquitin formation; P62877+Q13616; hit rate 0.6% among 140,000; in vitro K48 di-Ub FRET, acceptor:donor ratio, 45 min; inhibition, % at 10 µM; in the data active = inhibition above about 25%
Target sequence (P62877 whole entry, looked up): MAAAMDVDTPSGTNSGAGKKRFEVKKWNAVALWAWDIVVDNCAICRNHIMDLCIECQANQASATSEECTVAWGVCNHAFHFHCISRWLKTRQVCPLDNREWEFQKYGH
Target sequence (Q13616 whole entry, looked up): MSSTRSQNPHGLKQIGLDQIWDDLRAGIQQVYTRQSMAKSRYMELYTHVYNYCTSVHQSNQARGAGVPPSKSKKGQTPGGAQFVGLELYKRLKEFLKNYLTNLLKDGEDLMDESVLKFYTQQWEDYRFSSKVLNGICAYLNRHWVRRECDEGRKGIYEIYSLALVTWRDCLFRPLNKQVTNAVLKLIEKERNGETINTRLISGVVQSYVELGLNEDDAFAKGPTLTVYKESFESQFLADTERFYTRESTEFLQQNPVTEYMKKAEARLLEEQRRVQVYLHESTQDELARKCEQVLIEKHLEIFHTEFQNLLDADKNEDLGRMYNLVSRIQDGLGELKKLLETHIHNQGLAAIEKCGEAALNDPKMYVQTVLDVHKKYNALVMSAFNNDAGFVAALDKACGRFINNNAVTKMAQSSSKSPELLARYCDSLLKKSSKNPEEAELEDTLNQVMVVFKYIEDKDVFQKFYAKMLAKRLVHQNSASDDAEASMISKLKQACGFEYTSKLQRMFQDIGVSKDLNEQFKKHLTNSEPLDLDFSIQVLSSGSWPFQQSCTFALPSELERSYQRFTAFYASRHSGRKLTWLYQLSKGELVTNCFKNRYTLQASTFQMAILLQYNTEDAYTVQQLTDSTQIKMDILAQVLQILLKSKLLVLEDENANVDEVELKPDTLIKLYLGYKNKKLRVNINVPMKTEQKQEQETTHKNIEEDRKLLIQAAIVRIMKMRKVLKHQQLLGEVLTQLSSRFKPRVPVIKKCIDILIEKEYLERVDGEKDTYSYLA
Numbers without * were called inactive. The list is partial (hit frequency here may not be typical).

The first two compounds (preview)
SMILES	ROC1-CUL1 inh
C=CCn1c(COc2ccc(Cl)cc2)nnc1SCC(=O)N/N=C/c1ccccc1	-4
O=C(O[C@H]1Cc2ccccc2[C@H]1OC(=O)c1ccccc1)c1ccccc1	-3

Results, from the first entry:
SMILES	ROC1-CUL1 inh
C=CCn1c(COc2ccc(Cl)cc2)nnc1SCC(=O)N/N=C/c1ccccc1	-4
O=C(O[C@H]1Cc2ccccc2[C@H]1OC(=O)c1ccccc1)c1ccccc1	-3
O=C(Cn1cnc([N+](=O)[O-])n1)Nc1cc(Cl)ccc1Cl	-2
Cc1ccc(OC(=S)Nc2ccccc2)c(C)c1	1
OCCN1CCN(C2Cc3cc(Cl)ccc3Sc3c(Cl)cccc32)CC1 (configuration not stated)	0
CC1=Nc2nc(-c3cccc(C)c3)nn2C(c2ccc(F)cc2)C1C(=O)Nc1cccnc1 (configuration not stated)	-10
NCc1ccc(-c2cccc(-c3ccn[nH]3)c2)cc1	-5
O=C(c1ccc2oc(CCCc3ccccc3)nc2c1)N1CCOCC1	0
Cc1cc(C)c(S(=O)(=O)N2CCC(N3CCN(Cc4ccccc4)C(=O)C3=O)CC2)c(C)c1	-5
CC(C)(C)c1ccc(C(=O)N2CCn3c2nc2ccccc2c3=O)cc1	-2
Cc1ccc(-c2nnc(NCc3ccco3)c3ccccc23)cc1C	8
CCSc1nc(N)c2c(C)c(C)sc2n1	-7
c1ccc(C2=NN(c3ccccc3)C3CCCC23)cc1 (configuration not stated)	-7
CN(C)Cc1cc(F)ccc1Sc1ccc(Cl)c(Cl)c1	-4
O=C(CSCc1ccc(Cl)cc1)Nc1ccccc1C(=O)N1CCOCC1	4
CCCc1nc2ccccc2c(=O)o1	-2
CCCCCC(=O)N1c2ccccc2C(C)(c2ccccc2)CC1(C)C (configuration not stated)	7
COC(=O)[C@@H]1Sc2cc(NC(C)=O)ccc2N(C=O)[C@H]1C(=O)OC	4
COc1ccc2c(CNCc3ccco3)c(C(=O)O)n(Cc3cccc(F)c3)c2c1	0
CCCCCCCOc1ccc(/C=N/Nc2nc(-c3ccccc3)c(C)s2)cc1	-6
COc1ccc(OC)c2c(CC(C(=O)O)C(=O)O)c[nH]c12	-2
CN(C(N)=S)c1ccccc1	3
c1ccc2c(c1)OCC(c1nn3c(-c4ccncc4)nnc3s1)O2 (configuration not stated)	-3
CCCOc1cc(C2c3c(n[nH]c3-c3ccc(Cl)cc3)OC(=N)C2C#N)ccc1OC (configuration not stated)	-12
Cc1ccc(NC(=O)c2nc(S(C)(=O)=O)ncc2N(Cc2ccccc2)Cc2ccco2)c(C)c1	-5

Continued:
SMILES	ROC1-CUL1 inh
O=C(CSc1nnc(NC(=O)c2ccccc2Br)s1)c1ccc(Cl)cc1	-1
COc1ccc(CNC(=O)Cc2c(C)c3c(cc(C)c4c(C)coc43)oc2=O)cc1OC	-2
CCOC(=O)C(NC(=O)CC(C)C)(Nc1sc(C)c(CC)c1C#N)C(F)(F)F (configuration not stated)	-3
O=C(CSc1nnc(Cn2cnc3ccccc32)o1)Nc1cccc(C(F)(F)F)c1	-6
Cc1cc(C)c(C2(c3ccccc3)SC(c3ccccc3)=NN2c2ccccc2)c(C)c1 (configuration not stated)	-9
C=CCn1c(=O)c2c(nc3n(-c4cccc(C)c4)c(C)c(C)n23)n(C)c1=O	-3
CC1CCN(c2nc(-c3cccnc3)nc3ccccc23)CC1	-6
CC(=O)c1ccc(NC(=O)C2CCN(S(=O)(=O)c3ccc4c(c3)CCCN4C(=O)C3CCC3)CC2)cc1	-1
Cc1nnc2sc(Cc3noc4ccccc34)nn12	-2
Cc1ccc(S(=O)(=O)N2CCC(n3c(C)nc4cccnc43)CC2)c(C)c1	-5
Cc1ccc(S(=O)(=O)c2nc(-c3ccco3)oc2SCc2ccccc2Cl)cc1	-12
C=CCCC(=O)N1CCC2(CCCN(Cc3cc(OC)ccc3F)C2=O)C1 (configuration not stated)	7
COc1ccc(F)c(CC2(CCC(=O)NC(C3CC3)C3CC3)CCC(=O)N2)c1 (configuration not stated)	-7
CN(C(=O)CC1C(=O)NCCN1CC1CCCCC1)C1CCOCC1 (configuration not stated)	-1
Nc1c(C(=O)c2ccc(F)cc2F)sc2nc(C(F)(F)F)cc(-c3ccc(F)cc3)c12	-10
O=C(CN1C(=O)COc2ccc(S(=O)(=O)N3CCCCCC3)cc21)N1CCN(c2cccc(C(F)(F)F)c2)CC1	5
COc1ccc(F)c(-c2nc(CN3CCN(C(=O)c4ccco4)CC3)c(C)o2)c1	3
Cc1ccc(OCC(=O)OCc2cc(=O)n3nc(C4CCCCC4)sc3n2)cc1C	4
C/C(=N/OC(=O)c1ccccc1Br)c1cccs1	1
CC1=NN(C(=O)Cn2nc([N+](=O)[O-])cc2C)C(O)(C(F)(F)F)C1 (configuration not stated)	-5
Cc1cccc(NC(=O)C2CCCN2S(=O)(=O)c2cccc3nsnc23)c1C (configuration not stated)	1
CC1CCN(CCCNC(=O)c2cn(C)c3ccc(S(=O)(=O)N(C)C4CCCCC4)cc3c2=O)CC1	-2
O=C1N=CC(c2nc3ccccc3s2)C(=O)N1 (configuration not stated)	5
COC(=O)C1=NN(c2ccccc2)C2C(=O)N(c3ccc(Cl)cc3)C(=O)C12 (configuration not stated)	3
CCOC(=O)CSc1nc(SCC(=O)OCC)c2cnc(N3CCN(C)CC3)nc2n1	12

Later entries
SMILES	ROC1-CUL1 inh
CC/C(=N/NC(=O)c1cccnc1)c1ccc(Br)s1	8
COc1cccc(OCC(O)CNC2CCN(c3ccc(NC(=O)C4CCCC4)cc3)CC2)c1 (configuration not stated)	1
CCOC(=O)Cn1c(=O)n(CC)c2ccccc21	4
O=C(OCc1cc(=O)n2nc(C3CCCCC3)sc2n1)c1ccccc1Cl	-4
Cn1ccnc1C1CCCCN1Cc1cn[nH]c1-c1ccc(F)cc1F (configuration not stated)	1
CCOc1ccc2c(c1)C(=NNC(=O)Nc1ccccc1)c1cc(OCC)ccc1-2	5
CC(C)Oc1c(C#Cc2ccccc2)c(=O)c1=O	8
CCCCc1nc2sc3nncc(N4CCOCC4)c3c2c2c1CCCC2	-2
C=C(C)CN(CC)C(=O)c1coc(COc2ccc3ncccc3c2)n1	0
Cc1ccc2nc(-c3ccccn3)c(Nc3ccc(F)cc3)n2c1	-9
CC1CC(=O)NN=C1c1ccc(N2CCN(C(=O)CCCc3ccccc3)CC2)cc1 (configuration not stated)	2
O=C1c2cccc3cccc(c23)C(=O)C1(O)O	-4
Cc1ccc(-c2nnc(Nc3ccccc3O)c3ccccc23)cc1	1
CCCN(C(=O)c1cc2c(Cl)nc3ccccc3c2s1)c1cccc(C)c1	-5
COc1ccccc1N1CCN(S(=O)(=O)Cc2ccccc2F)CC1	3
COC(=O)N/N=C1\CC(=O)CC(C)(C)C1	-2
Cc1ccc(-c2ccc(CNCCO)o2)cc1Cl	-2
COc1cc(NC(=S)N2CCN(c3ccccn3)CC2)c(OC)cc1Cl	8
O=c1c2ccccc2n(Cc2ccccc2F)c(=O)n1-c1cccc(F)c1	-5
COc1ccc(C2=NC(c3ccncc3)=Nc3ccc(OC)cc3N2)cc1	2
COc1ccc(C2CC(c3ccccc3)=Nc3nc(NS(=O)(=O)c4ccccc4)nn32)cc1 (configuration not stated)	6
O=C(Nc1ccc(OCC2CCCO2)cc1)c1ccccc1 (configuration not stated)	-1
CC1(C)c2ccccc2N(CCOC(=O)c2ccccc2F)C12C=Cc1cc([N+](=O)[O-])ccc1O2 (configuration not stated)	9
NC(=O)c1ccccc1NS(=O)(=O)Cc1cccc(Cl)c1	9
CCN1CCN(C(c2ccccc2F)C2C(=O)C=C(C)N(CCOC)C2=O)CC1 (configuration not stated)	-9

The results go on:
SMILES	ROC1-CUL1 inh
O=C1N(CC2CC2)CCCC12CCN(Cc1cccc(F)c1)C2 (configuration not stated)	-5
C[n+]1cc2sccc2c2cscc21	-9
Fc1nc(F)c(Cl)c(Oc2ccccc2Oc2c(F)c(F)nc(F)c2Cl)c1F	4
O=c1/c(=C\c2cccc(O)c2)sc2n1C(c1ccccc1Cl)C1=C(N=2)c2ccccc2CC1 (configuration not stated)	-15
Cc1cccc2nc(CSc3ccccc3N)cn12	-7
Cc1ccc(C)c(N2CCN(Cc3csc(C)c3C)CC2)c1	-3
O=C1CC(Sc2nc(-c3ccccc3)c3cc(Cl)ccc3n2)C(=O)N1c1ccc(F)cc1 (configuration not stated)	6
Cc1ccc(CN2CCC(CNC(=O)Nc3c(C)cccc3C)C2)cc1 (configuration not stated)	3
Cc1cc2nc(NC(=O)c3ccc(S(=O)(=O)N4CCOCC4)cc3)sc2cc1C	19
Cc1ccc(NC(=O)CSCc2cnn(-c3ccccc3)c2-n2cccc2)c(Cl)c1	7
CC(C)CCn1c(=O)c2c(nc3oc(C(C)(C)C)cn32)n(C)c1=O	-2
CCCCCCCC(=S)NCS(=O)(=O)c1ccc(C)cc1	2
CNC(=O)c1ccc(Nc2nnc(-c3ccc(C)c(S(=O)(=O)N4CCOCC4)c3)c3ccccc23)cc1	1
O=C(CCCn1c(=O)c2cccn2c2ccccc21)Nc1cccc(Cl)c1	1
CCCc1nn(C)c(C(=O)Nc2cc(C)ccc2C)c1Cl	-12
FC(F)(F)COc1nc(Nc2ccc(OC(F)(F)Cl)cc2)nc(N2CCN(c3cccc(Cl)c3)CC2)n1	-4
O=C(CCc1ccccc1)NCc1ccccn1	-3
CCc1ccc(CN2CCC(CCC(=O)NCC3CCCN3CC)CC2)o1 (configuration not stated)	20
CCOC(=O)CN1C(=O)C(Sc2nnc(-c3ccccc3OC)s2)CCc2ccccc21 (configuration not stated)	2
Cc1c(NC(=O)C(C)(C)Oc2ccc(Cl)cc2)cccc1-c1nc2ccccc2o1	1
OC(CCN1CCN(C/C=C/c2ccccc2)CC1)(c1ccc(F)cc1)c1ccc(F)cc1	-4
CCOC(=O)CCC[n+]1c(C)n(N)c2ccccc21	-1
COc1ccc(/C=C/c2nc(C#N)c(NCCc3ccccc3)o2)cc1OC	-3
Cc1ccc(NC(=O)C2CC(=O)N(c3ccc(OCc4ccccc4)cc3)C2)cc1C (configuration not stated)	4
O=C(Cn1nnnc1CN1CCCC1)N1CCN(C2CCCC2)C(=O)C1	-2
C[n+]1cc(C(=O)N2CCCCC2)ccc1/C=C/c1c[nH]c2ccccc12	10
CCn1c(COc2ccc(C)cc2)nnc1SCC(=O)Nc1cccc(SC)c1	4
Cc1ccc(NC(=O)C2CCN(S(=O)(=O)c3ccc4c(c3)CCCC(=O)N4)CC2)c(Br)c1	1

An excerpt of these results, with values ahead of the structure:
ROC1-CUL1 inh	structure
8	COc1cc(NC(=S)N2CCN(c3ccccn3)CC2)c(OC)cc1Cl
-5	O=c1c2ccccc2n(Cc2ccccc2F)c(=O)n1-c1cccc(F)c1
2	COc1ccc(C2=NC(c3ccncc3)=Nc3ccc(OC)cc3N2)cc1
6	COc1ccc(C2CC(c3ccccc3)=Nc3nc(NS(=O)(=O)c4ccccc4)nn32)cc1 (configuration not stated)
-1	O=C(Nc1ccc(OCC2CCCO2)cc1)c1ccccc1 (configuration not stated)
9	CC1(C)c2ccccc2N(CCOC(=O)c2ccccc2F)C12C=Cc1cc([N+](=O)[O-])ccc1O2 (configuration not stated)
9	NC(=O)c1ccccc1NS(=O)(=O)Cc1cccc(Cl)c1
-9	CCN1CCN(C(c2ccccc2F)C2C(=O)C=C(C)N(CCOC)C2=O)CC1 (configuration not stated)
-5	O=C1N(CC2CC2)CCCC12CCN(Cc1cccc(F)c1)C2 (configuration not stated)
-9	C[n+]1cc2sccc2c2cscc21
4	Fc1nc(F)c(Cl)c(Oc2ccccc2Oc2c(F)c(F)nc(F)c2Cl)c1F
-15	O=c1/c(=C\c2cccc(O)c2)sc2n1C(c1ccccc1Cl)C1=C(N=2)c2ccccc2CC1 (configuration not stated)
-7	Cc1cccc2nc(CSc3ccccc3N)cn12
-3	Cc1ccc(C)c(N2CCN(Cc3csc(C)c3C)CC2)c1
6	O=C1CC(Sc2nc(-c3ccccc3)c3cc(Cl)ccc3n2)C(=O)N1c1ccc(F)cc1 (configuration not stated)
3	Cc1ccc(CN2CCC(CNC(=O)Nc3c(C)cccc3C)C2)cc1 (configuration not stated)
19	Cc1cc2nc(NC(=O)c3ccc(S(=O)(=O)N4CCOCC4)cc3)sc2cc1C
7	Cc1ccc(NC(=O)CSCc2cnn(-c3ccccc3)c2-n2cccc2)c(Cl)c1
-2	CC(C)CCn1c(=O)c2c(nc3oc(C(C)(C)C)cn32)n(C)c1=O
2	CCCCCCCC(=S)NCS(=O)(=O)c1ccc(C)cc1
1	CNC(=O)c1ccc(Nc2nnc(-c3ccc(C)c(S(=O)(=O)N4CCOCC4)c3)c3ccccc23)cc1
1	O=C(CCCn1c(=O)c2cccn2c2ccccc21)Nc1cccc(Cl)c1
-12	CCCc1nn(C)c(C(=O)Nc2cc(C)ccc2C)c1Cl
-4	FC(F)(F)COc1nc(Nc2ccc(OC(F)(F)Cl)cc2)nc(N2CCN(c3cccc(Cl)c3)CC2)n1
-3	O=C(CCc1ccccc1)NCc1ccccn1
20	CCc1ccc(CN2CCC(CCC(=O)NCC3CCCN3CC)CC2)o1 (configuration not stated)
2	CCOC(=O)CN1C(=O)C(Sc2nnc(-c3ccccc3OC)s2)CCc2ccccc21 (configuration not stated)
1	Cc1c(NC(=O)C(C)(C)Oc2ccc(Cl)cc2)cccc1-c1nc2ccccc2o1
-4	OC(CCN1CCN(C/C=C/c2ccccc2)CC1)(c1ccc(F)cc1)c1ccc(F)cc1
-1	CCOC(=O)CCC[n+]1c(C)n(N)c2ccccc21
-3	COc1ccc(/C=C/c2nc(C#N)c(NCCc3ccccc3)o2)cc1OC
4	Cc1ccc(NC(=O)C2CC(=O)N(c3ccc(OCc4ccccc4)cc3)C2)cc1C (configuration not stated)
-2	O=C(Cn1nnnc1CN1CCCC1)N1CCN(C2CCCC2)C(=O)C1
